# From PubChem BioAssay
# MIN6 prolif – induces beta-cell replication in MIN6 cells. 330,000 tested, 0.29% active. MIN6 cells proliferation, ATPlite luminescence, 48 h; cells starved in 0.2% serum; 100% = growth in 10% serum. proliferation, % at 10 µM;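 active means compounds whose signal lies at least 3.5 SD above the mean of all wells on their plate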;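 further: 0% = DMSO-treated cells in low-serum medium and 100% = 10% serum control; some compounds called inactive have numbers as strong as hits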
# hIAP block – blocks human intestinal alkaline phosphatase; purified IAP, CDP-Star luminescence, 30 min; P09923; inhibition, % at 10 µM; 330,000 tested, 0.12% active; AID 2544;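 active means inhibition reaching a set limit with compound at 10 µM in the primary screen, cut at about 35% in these data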;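 further: plate controls were DMSO wells with enzyme for no effect and no-enzyme buffer wells for full effect; values of inactives mirror those of a sister screen read the other way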
# Target sequence (P09923 whole entry, looked up): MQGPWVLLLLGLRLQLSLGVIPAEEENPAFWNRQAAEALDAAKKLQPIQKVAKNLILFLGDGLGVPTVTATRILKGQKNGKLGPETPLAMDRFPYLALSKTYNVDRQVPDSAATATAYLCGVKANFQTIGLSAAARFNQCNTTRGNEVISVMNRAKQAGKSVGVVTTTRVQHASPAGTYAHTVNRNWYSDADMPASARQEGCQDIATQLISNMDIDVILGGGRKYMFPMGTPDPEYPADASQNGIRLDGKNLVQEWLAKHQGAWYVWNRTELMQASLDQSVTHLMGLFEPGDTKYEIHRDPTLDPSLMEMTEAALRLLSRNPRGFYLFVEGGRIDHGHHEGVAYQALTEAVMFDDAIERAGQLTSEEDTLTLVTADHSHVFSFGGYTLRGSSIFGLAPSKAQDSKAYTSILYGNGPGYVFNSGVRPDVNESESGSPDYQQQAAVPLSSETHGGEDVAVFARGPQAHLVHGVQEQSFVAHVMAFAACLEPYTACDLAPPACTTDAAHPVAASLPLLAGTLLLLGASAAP
# APOBEC3G inh – blocks human APOBEC3G single-stranded DNA deamination | Q9HC16 | inhibition, % at 20 µM | 330,000 tested, 0.28% active | recombinant A3G, ssDNA deamination FAM/TAMRA fluorescence | AID 493012;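 active means inhibition of at least 40% at 20 µM, with no more than 30% in the related APOBEC3A deaminase screen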;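 further: plate controls were DMSO wells with A3G for no effect and wells lacking A3G enzyme for full effect; some compounds called inactive have numbers as strong as hits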
# mIAP act – increases mouse intestinal alkaline phosphatase activity | muIAP, CDP-Star luminescence, 30 min; active compounds read high; 1 = vehicle-only enzyme signal, 0 = enzyme-free wells | activation factor at 10 µM | 330,000 tested, 0.24% active;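 active means activation factor of at least 2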; further: the source names both 10 and 20 µM as test concentration; values of inactives mirror those of a sister screen read the other way
#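 also added = chemiluminescent substrate CDP-Star | test system = mouse IAP enzyme | signal = chemiluminescence readout | compound = DMSO-dissolved test compounds | incubation = 30 min at room temperature | benchmarks = DMSO wells, no-enzyme wells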
# SENP1 inh – blocks the human SENP1 SUMO protease catalytic domain | Q9P0U3 | recombinant SENP1 catalytic domain, CyPet-SUMO1-YPet FRET cleavage | inhibition, % at 10 µM | 360,000 tested, 0.21% active | AID 624204;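 active means inhibition at least 30% at 10 µM, raw YFP signal under a set limit, fluorescence ratio 0.5 to 1.5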;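 further: 0% = enzyme with DMSO and 100% = no enzyme wells; some results filed as inactive read as strong as hits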
# Target sequence (Q9P0U3 419-644 limits assumed): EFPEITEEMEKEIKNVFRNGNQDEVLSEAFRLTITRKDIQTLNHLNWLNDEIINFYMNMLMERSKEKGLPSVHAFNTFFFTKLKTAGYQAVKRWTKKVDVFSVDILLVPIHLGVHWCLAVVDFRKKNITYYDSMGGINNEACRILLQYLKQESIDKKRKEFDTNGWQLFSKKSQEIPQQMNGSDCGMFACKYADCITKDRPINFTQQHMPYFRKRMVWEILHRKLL
#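 system = hSENP1 catalytic domain, recombinant | reagent = SFCypet-SUMO1-SFYpet substrate at 25 nM | doses = one dose per compound, 10 µM, 0.5% DMSO | incubation = enzyme reaction for 50 min at room temperature, dark | measured by = FRET, CFP and YFP emission | controls = no-enzyme low, enzyme-DMSO high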
# A3A deaminase – human APOBEC3A DNA deaminase inhibition. AID 493011. 330,000 tested, 0.41% active. inhibition, % at 20 µM. P31941. recombinant A3A, FAM/TAMRA ssDNA deamination fluorescence;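 active means at least 40% inhibition at 20 µM here, with at most 30% in a related deaminase screen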;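 further: plate controls were A3A with DMSO for no effect and wells lacking A3A enzyme for full effect; some results filed as inactive read as strong as hits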
# Target sequence (P31941 whole entry, looked up): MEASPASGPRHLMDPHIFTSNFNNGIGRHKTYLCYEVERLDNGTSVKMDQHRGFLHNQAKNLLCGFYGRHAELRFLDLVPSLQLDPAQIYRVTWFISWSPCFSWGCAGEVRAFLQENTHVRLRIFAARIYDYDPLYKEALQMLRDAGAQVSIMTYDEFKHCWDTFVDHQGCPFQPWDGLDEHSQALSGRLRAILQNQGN
# NALP3 yeast inh – inhibitors of NALP3 inflammasome in yeast | 330,000 tested, 0.39% active | AID 2825 | Yeast reconstituted NLRP3/ASC/caspase-1, beta-gal luminescence, 24 h | inhibition, % at 10 µM;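 active means inhibition of 50% or more; inactive means inhibition below 50%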;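 further: plate controls were induced DMSO wells for no effect and uninduced yeast grown without galactose for full effect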
# mIAP block – blocks mouse intestinal alkaline phosphatase | purified mouse IAP, CDP-Star luminescence, 30 min | inhibition, % at 10 µM | 330,000 tested, 0.2% active | AID 2806;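 active means inhibition of at least 40% at 10 µM in the primary screen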;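 further: plate controls were DMSO with enzyme for no effect and no enzyme wells for full effect; values of inactives mirror those of a sister screen read the other way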
# hIAP act – human IAP activation; P09923; AID 2524; activation factor at 10 µM; 330,000 tested, 0.16% active; purified human IAP, CDP-Star luminescence, 30 min; active compounds read high; 1 = vehicle-only enzyme, 0 = enzyme-free background;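 active means activation factor of the enzyme at least 2-fold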; further: the source names both 10 and 20 µM as test concentration; values of inactives mirror those of a sister screen read the other way
# The depositor's hits bear a star; / = no result given. Some of the compounds tested. The share of hits here may be higher or lower than overall.
# Start of the listing, in advance, six compounds:
item	compound	MIN6 prolif	hIAP block	APOBEC3G inh	mIAP act	SENP1 inh	A3A deaminase	NALP3 yeast inh	mIAP block	hIAP act
1	O=C(CN1CCOCC1)NCC(=O)Nc1ccc(Br)cc1C(=O)c1ccccc1	-1	-2	-6	0.96	2	-4	2	4	1
2	COc1ccccc1OCCCn1cc(C(=O)C2CC2)c2ccccc21	-3	-2	-3	1	1	-2	2	-2	1
3	CCC1CO/C(=C(\C(Cl)=C(Cl)Cl)[N+](=O)[O-])N1Cc1ccc(Cl)nc1 (centres undefined)	-4	16	-3	1	1	-3	18	-2	0.84
4	Fc1ccccc1N1CCN(Cc2c(F)cccc2F)CC1	1	4	-5	0.99	1	-3	7	1	0.96
5	CCOC(=O)c1ccc(NC(=O)c2c(O)[nH]c(=O)[nH]c2=O)cc1	-2	-12	0	1	0	8	1	-3	1.1
6	N#Cc1ccc(NC(=O)CN2CCCC2)cc1Cl	3	-15	0	1	0	0	5	-5	1.1

# All compounds of this part, from the first entry:
item	compound	MIN6 prolif	hIAP block	APOBEC3G inh	mIAP act	SENP1 inh	A3A deaminase	NALP3 yeast inh	mIAP block	hIAP act
1	O=C(CN1CCOCC1)NCC(=O)Nc1ccc(Br)cc1C(=O)c1ccccc1	-1	-2	-6	0.96	2	-4	2	4	1
2	COc1ccccc1OCCCn1cc(C(=O)C2CC2)c2ccccc21	-3	-2	-3	1	1	-2	2	-2	1
3	CCC1CO/C(=C(\C(Cl)=C(Cl)Cl)[N+](=O)[O-])N1Cc1ccc(Cl)nc1 (centres undefined)	-4	16	-3	1	1	-3	18	-2	0.84
4	Fc1ccccc1N1CCN(Cc2c(F)cccc2F)CC1	1	4	-5	0.99	1	-3	7	1	0.96
5	CCOC(=O)c1ccc(NC(=O)c2c(O)[nH]c(=O)[nH]c2=O)cc1	-2	-12	0	1	0	8	1	-3	1.1
6	N#Cc1ccc(NC(=O)CN2CCCC2)cc1Cl	3	-15	0	1	0	0	5	-5	1.1
7	CN1C(=O)C(=Cc2sc(=O)n(-c3ccccc3)c2N(C)C)C(=O)N(C)C1=O	-1	8	-6	0.85	-37	-2	24	15	0.92
8	Cc1cc(/C=C2\C(=O)NC(=O)N(c3ccc(F)cc3)C2=O)c(C)n1-c1cccc(C(=O)O)c1	1	0	12	1	-13	22	12	-2	1
9	CCC(=O)Nc1cc(C(=O)N2CCC3(CC2)OCCO3)ccc1S(=O)(=O)c1ccc(C)cc1	-2	4	6	1	0	4	20	-1	0.96
10	NCCc1ccccn1	3	-14	3	1.1	/	3	3	-7	1.1
11	Cc1nccc2c1[nH]c1ccc(Br)cc12	-1	3	-3	0.88	0	-2	22	12	0.97
12	c1ccc2sc(N3CCNCC3)nc2c1	-1	20	-6	0.98	2	0	10	2	0.8
13	Cc1ccc(-n2c(O)c(C=N)c(=O)n(-c3ccc(C)cc3)c2=O)cc1	0	-3	-8	0.95	1	-5	-1	4	1
14	N#Cc1ccc(NC(=O)CN2C(=O)NC3(CCCC3)C2=O)cc1Cl	0	18	-8	1	0	-2	22	-4	0.82
15	Clc1ccc2c(c1)C(c1ccccc1Cl)=NCc1nnc(Br)n1-2	2	14	-6	1.1	1	-4	-37	-9	0.86
16	CC(=O)NC(Cc1ccc(N(CCCl)CCCl)cc1)C(=O)NC(C(=O)O)C(C)C (centres undefined)	4	-18	-5	0.99	-2	-3	12	1	1.2
17	CC[C@H]1C2C[C@H]3[C@@H]4N(C)c5ccccc5C45C[C@H](C2[C@H]5O)N3[C@@H]1O (some centres undefined)	-2	-11	0	0.94	-2	-2	15	6	1.1
18	O=S(=O)(c1ccc(Cl)cc1)N1CCCCC1c1cccnc1 (centres undefined)	-1	0	-5	0.99	-1	-2	12	1	1
19	COC(=O)C1=C(c2ccc(F)cc2OCc2ccccc2)C[C@@H]2CC[C@H]1N2C(=O)NCCOc1ccccc1Cl	-7	-6	-11	1.3	-2	-1	11	-35	1.1
20	CN1CCN(Cc2c(F)cccc2Cl)CC1	-1	-9	-1	1.1	0	-3	-12	-7	1.1
21	Cc1cccnc1-n1c(C)nc2ccccc2c1=O	0	4	-4	0.94	1	0	-3	6	0.96
22	CC(C)CC1C(C#N)=C(N)Oc2c1c(=O)oc1ccccc21 (centres undefined)	3	16	-4	0.96	-12	-7	5	4	0.84
23	O=c1[nH]c(=S)[nH]c(O)c1N=Nc1ccc(OC(F)F)cc1	-2	25	-7	0.78	8	5	26	22	0.75
24	S=C(NC1CCCCC1)N1CCC(c2cnc[nH]2)CC1	-2	-7	-3	1.2	1	-4	17	-16	1.1
25	COC(=O)C1=C(c2c(C)noc2C)C[C@@H]2CC[C@H]1N2C(=O)NCc1ccc(C(F)(F)F)cc1	6	-12	-3	1	1	0	14	-4	1.1
26	Cc1ccc(-n2c(O)c(C=NCc3cccnc3)c(=O)[nH]c2=O)cc1C	3	14	-2	1.1	0	-3	37	-5	0.86
27	CN(C)CCOC(=O)c1cn(Cc2ccccc2)c2ccccc12	-3	-34	0	0.99	1	-1	22	1	1.3
28	O=P(c1ccccc1)(c1nc2ccccc2s1)N1CCOCC1 (centres undefined)	0	6	-6	0.98	2	-2	0	2	0.94
29	c1ccc2c(CNC3CCCCC3)c[nH]c2c1	-5	11	-5	0.99	/	-1	21	0	0.89
30	Cc1cccc(C(=O)Nc2ccc(Cl)cc2C(=O)c2ccccc2)c1	2	9	1	0.92	0	2	13	8	0.91
31	CCN(N=Nc1nonc1OC)c1nonc1OC	-1	-2	-8	0.98	1	-7	4	2	1
32	CCOC(=O)c1c(C)c(P(=S)(N2CCOCC2)N2CCOCC2)n(C)c1C	-5	-15	-3	1.1	2	-3	-15	-5	1.2
33	C=CCn1c(O)c(/C=C2/C=CC=N2)c(=O)[nH]c1=O	0	5	-6	0.83	-7	6	9	16	0.95
34	CC(=O)O[C@H]1CC[C@@]2(C)[C@H](C1)C(=O)C[C@H]1[C@@H]3CC[C@@H]4[C@@H](CN5C[C@@H](C)CC[C@H]5[C@@]4(C)O)[C@@H]3C[C@@H]12	5	-7	-10	0.96	1	-3	4	4	1.1
35	CCN1CCN(C(=O)Cc2coc3cc(C)cc(C)c23)CC1	-2	9	-7	1	-1	-4	15	-2	0.91
36	CC(=O)CC(c1ccccc1[N+](=O)[O-])c1c(O)c2ccccc2oc1=O (centres undefined)	3	6	-13	0.93	-1	-3	18	7	0.94
37	CCOC(C(=O)OCC(O)CN(CC)CC)(c1ccccc1)c1ccccc1 (centres undefined)	-1	-20	1	1	1	1	15	-3	1.2
38	C[C@H]1[C@@H](c2ccccc2)O[C@@H](c2ccccc2Br)N1C	-5	9	5	0.96	0	1	3	4	0.91
39	COC(=O)C1=C(N)OC(C)=C(C(C)=O)C12C(=O)N(C)c1ccccc12 (centres undefined)	-2	2	3	1.1	6	-9	-4	-6	0.98
40	COc1ccccc1N1CCN(Cc2cccc(Br)c2)CC1	-1	2	-4	1	2	-5	29	-3	0.98
41	CSc1ccc(CN2CCN(C(=O)COc3ccc(C)cc3)CC2)cc1	-4	-3	-6	0.94	3	-2	22	6	1
42	COc1ccc(-c2cc(C(=O)N3CCC4(CC3)OCCO4)c3ccccc3n2)cc1	-4	2	-4	0.96	-1	-2	9	4	0.98
43	COc1cccc(C2C([N+](=O)[O-])=C(N)Oc3c2c(=O)oc2ccccc32)c1 (centres undefined)	-2	17	0	0.98	-1	3	5	2	0.83
44	COc1ccc(NC2=NCCCS2)cc1OC	-1	16	-3	0.95	0	-7	-16	5	0.84
45	O=C1NC(=O)N(CCC2=CCCCC2)C(=O)/C1=C/c1cccs1	-2	-18	-1	0.95	-1	4	4	5	1.2
46	COc1ccc(C(=O)C2CCCN(Cc3ccc(C)s3)C2)cc1OC (centres undefined)	2	-11	-6	0.87	0	0	13	13	1.1
47	O=P(O)(O)Cc1c(Cl)cccc1Cl	-2	-1	-5	0.97	1	16	9	3	1
48	CSc1ccc(CN2CCN(Cc3ccccc3Cl)CC2)cc1	-3	4	17	1	2	1	23	-2	0.96

# Another view of part of the listing above.
# Values run as follows: MIN6 prolif | hIAP block | APOBEC3G inh | mIAP act | SENP1 inh | A3A deaminase | NALP3 yeast inh | mIAP block | hIAP act
40. COc1ccccc1N1CCN(Cc2cccc(Br)c2)CC1
  -1 | 2 | -4 | 1 | 2 | -5 | 29 | -3 | 0.98
41. CSc1ccc(CN2CCN(C(=O)COc3ccc(C)cc3)CC2)cc1
  -4 | -3 | -6 | 0.94 | 3 | -2 | 22 | 6 | 1
42. COc1ccc(-c2cc(C(=O)N3CCC4(CC3)OCCO4)c3ccccc3n2)cc1
  -4 | 2 | -4 | 0.96 | -1 | -2 | 9 | 4 | 0.98
43. COc1cccc(C2C([N+](=O)[O-])=C(N)Oc3c2c(=O)oc2ccccc32)c1 (centres undefined)
  -2 | 17 | 0 | 0.98 | -1 | 3 | 5 | 2 | 0.83
44. COc1ccc(NC2=NCCCS2)cc1OC
  -1 | 16 | -3 | 0.95 | 0 | -7 | -16 | 5 | 0.84

# Only mIAP block and mIAP act, for some of the entries so far:
no. | compound | mIAP block | mIAP act
43 | COc1cccc(C2C([N+](=O)[O-])=C(N)Oc3c2c(=O)oc2ccccc32)c1 (centres undefined) | 2 | 0.98
44 | COc1ccc(NC2=NCCCS2)cc1OC | 5 | 0.95
